PME-1 inh = PME-1 inhibitors via competitive probe labeling, primary screen, biochemical, fluorescence polarization, FP-Rh probe, HTS; recombinant PME-1; inhibition, % at 5.9 µM; actives 0.53% (n = 320,000);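 active means inhibition above the campaign mean of all compounds plus 3 SD, cut at about 26% in these data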;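 further: competitive labeling of PME-1 active site by serine hydrolase directed probe; 0% = PME-1 with DMSO and 100% = wells lacking PME-1 enzyme; inhibitors block probe labeling so polarization falls and inhibition rises; many of its hits are not listed in these tables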
Bcl-xL primary = inhibitors of human Bcl-xL, primary screen, biochemical, fluorescence polarization, HTS | Bcl-2-like protein 1 (Homo sapiens), Q07817 | GST-Bcl-xL / FITC-Bim BH3 peptide fluorescence polarization | inhibition, % at 10.9 µM | actives 0.7% (n = 320,000);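 active means inhibition above the mean of all tested compounds plus 3 SD, cutoff set per campaign, cut at about 30% in these data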;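 further: 0% = DMSO wells and 100% = unlabeled Bim-BH3 peptide competitor; inhibitors lower millipolarization by displacing the labeled peptide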
Target sequence (Q07817 whole entry, looked up): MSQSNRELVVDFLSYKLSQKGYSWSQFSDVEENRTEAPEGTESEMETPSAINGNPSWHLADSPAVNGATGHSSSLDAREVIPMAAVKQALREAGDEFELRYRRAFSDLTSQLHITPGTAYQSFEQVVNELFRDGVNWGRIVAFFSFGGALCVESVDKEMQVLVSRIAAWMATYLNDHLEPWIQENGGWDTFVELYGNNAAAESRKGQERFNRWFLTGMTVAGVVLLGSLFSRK
Efflux pump inh = inhibitors of Candida efflux pumps in yeast, primary screen, S. cerevisiae, Nile Red, multiplex; inhibition, % at 10 µM; S. cerevisiae Candida pump triplex; actives 0.44% (n = 330,000);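 active means plate passing quality check with inhibition over a set limit, or well fluorescence over plate mean plus 4 SD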;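 further: Nile Red retained in pooled yeast measured as flow cytometry median fluorescence; 0% = buffer negative control and 100% = Enniatin B positive control; higher means more Nile Red kept so more efflux inhibition; some compounds called inactive have numbers as strong as hits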
MEX-5 binding = MEX-5 zinc finger RNA-binding disruptors – biochemical, C. elegans, fluorescence polarization, MLPCN library, primary screen. AID 1832, 2009. actives 0.38% (n = 300,000). Zinc finger protein mex-5 (Caenorhabditis elegans), Q9XUB2. activity score (negative = inhibition of binding), % at 10 µM. MEX-5/FITC-TCR2 RNA binding; active compounds read low;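 active means inhibition past about -25% in most replicates, and total fluorescence under double the plate's negative control median, limit read from the data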;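 further: 0% = DMSO and -100% = 5 µM competing unlabeled TCR2 RNA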
VLA-4 inh = inhibition in human VLA-4 binding assay, primary screen, VLA-4 allosteric modulator project, MLPCN library, flow cytometry, VLA-4 expressing cells; actives 0.2% (n = 330,000); AID 2557, 2010; inhibition, % (about 7 µM as worked out from the volumes in the protocol); ligand binding flow cytometry; in the data active means inhibition above about 50%
GRK2 aptamer HTS = compounds blocking aptamer binding on GRK2 – biochemical, human GRK2, bead flow cytometry, HTS, primary screen | actives 0.59% (n = 330,000) | FAM-aptamer displacement from GRK2 | inhibition of aptamer binding, % at 10 µM | Beta-adrenergic receptor kinase 1 (Homo sapiens), P25098;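 active means inhibition of aptamer binding above 40%, roughly 3 SD of noise, on plates passing a quality check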;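 further: median bead fluorescence of bound FAM aptamer so fluorescent compounds give negative values; no value below 0 was filed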
Target sequence (P25098 whole entry, looked up): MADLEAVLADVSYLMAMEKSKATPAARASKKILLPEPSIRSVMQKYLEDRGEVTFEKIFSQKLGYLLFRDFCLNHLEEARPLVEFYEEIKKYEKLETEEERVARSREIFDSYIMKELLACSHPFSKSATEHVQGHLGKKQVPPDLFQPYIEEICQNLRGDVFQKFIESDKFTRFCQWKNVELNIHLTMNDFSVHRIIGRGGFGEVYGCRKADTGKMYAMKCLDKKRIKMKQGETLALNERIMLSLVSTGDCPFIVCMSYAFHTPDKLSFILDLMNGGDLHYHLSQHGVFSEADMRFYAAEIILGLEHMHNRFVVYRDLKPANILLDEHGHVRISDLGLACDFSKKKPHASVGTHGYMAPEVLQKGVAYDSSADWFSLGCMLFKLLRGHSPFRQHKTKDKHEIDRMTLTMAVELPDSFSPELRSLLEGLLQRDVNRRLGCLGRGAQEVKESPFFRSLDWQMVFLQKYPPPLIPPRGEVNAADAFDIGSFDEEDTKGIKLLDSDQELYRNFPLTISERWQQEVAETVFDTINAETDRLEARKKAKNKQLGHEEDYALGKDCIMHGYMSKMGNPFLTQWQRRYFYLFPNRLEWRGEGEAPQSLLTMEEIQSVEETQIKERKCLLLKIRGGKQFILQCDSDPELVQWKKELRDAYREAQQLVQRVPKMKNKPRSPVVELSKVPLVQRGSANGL
Fam108B counter = mouse Fam108B serine hydrolase inhibitors, primary screen, counter-screen for RBBP9 inhibitor project, biochemical, fluorescence polarization; AID 1947, 2009; recombinant Fam108B, FP-Rh probe fluorescence polarization; actives 0.33% (n = 300,000); inhibition, % at 9.51 µM;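 active means inhibition above the screen mean inhibition plus 3 SD, computed separately per campaign, cut at about 18% in these data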;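 further: inhibitors lower polarization as less probe binds the enzyme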
MCL1-BIM inh = inhibitors of MCL1 binding to BIM-BH3, primary screen, biochemical, fluorescence polarization. GST-MCL1 / FITC-Bim-BH3 fluorescence polarization. actives 0.68% (n = 320,000). Induced myeloid leukemia cell differentiation protein Mcl-1 (Homo sapiens), Q07820. inhibition, % at 10.9 µM;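 active means inhibition above the mean inhibition of all tested compounds plus 3 SD, set per campaign, cut at about 40% in these data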;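 further: 0% = DMSO wells and 100% = unlabeled Bim-BH3 peptide control; higher means more loss of mP so more displacement of Bim peptide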
GLD-1 TGE inh = GLD-1/TGE RNA complex disruptors, primary screen, biochemical, fluorescence polarization; Female germline-specific tumor suppressor gld-1 (Caenorhabditis elegans), Q17339; purified GLD-1 + fluorescein TGE RNA; inhibition, % at 5.96 µM; actives 0.44% (n = 320,000); AID 2280, 2010;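 active means percent inhibition above a per-plate cutoff, the plate mean of test compounds plus 3 SD, cut at about 30% in these data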;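 further: 0% = DMSO wells with GLD-1 and probe and 100% = wells lacking GLD-1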
Active calls of the source: *. Only part of the results is shown (hit frequency here may not be typical).

What do the screens show for `c1ccc2c(Cn3ccnc3)cccc2c1`?
PME-1 inh: -3; Bcl-xL primary: 5; Efflux pump inh: 0.0; MEX-5 binding: 1.3; VLA-4 inh: 1; GRK2 aptamer HTS: 0; Fam108B counter: -1; MCL1-BIM inh: 5; GLD-1 TGE inh: 1

What do the screens show for `CC(=O)OCCN1CCN(C(=O)CN2C(=O)NC(c3ccccc3)(c3ccccc3)C2=O)CC1`?
PME-1 inh: -7; Bcl-xL primary: 5; Efflux pump inh: 0.4; MEX-5 binding: -4.0; VLA-4 inh: 11; GRK2 aptamer HTS: 0; Fam108B counter: -11; MCL1-BIM inh: 3; GLD-1 TGE inh: -8

How did CCOC(=O)c1cnc2sccn2c1=O do in these assays?
PME-1 inh: 0; Bcl-xL primary: 6; Efflux pump inh: 0.0; MEX-5 binding: -0.8; VLA-4 inh: 7; GRK2 aptamer HTS: 0; Fam108B counter: -4; MCL1-BIM inh: 5; GLD-1 TGE inh: 5

How did COc1ccc(Cc2nnc(NC(=O)C3CC(=O)N(CCc4ccc(F)cc4)C3)s2)cc1OC (stereo not given) do in these assays?
PME-1 inh: 1; Bcl-xL primary: 6; Efflux pump inh: 0.2; MEX-5 binding: 1.1; VLA-4 inh: 10; GRK2 aptamer HTS: 2; Fam108B counter: -1; MCL1-BIM inh: 2; GLD-1 TGE inh: -2

How did CCCCC(=O)Nc1ccccc1C(=O)N1CCOCC1 do in these assays?
PME-1 inh: 2; Bcl-xL primary: 5; Efflux pump inh: -0.1; MEX-5 binding: 0.7; VLA-4 inh: 0; GRK2 aptamer HTS: 1; Fam108B counter: 2; MCL1-BIM inh: 4; GLD-1 TGE inh: 7

How did C=CCN1C=C2C(=O)C(C)(OC(=O)CCC(=O)OC)C(=O)C(Br)=C2C=C1c1ccc(OC)cc1 (stereo not given) do in these assays?
PME-1 inh: 6; Bcl-xL primary: 71*; Efflux pump inh: 0.0; MEX-5 binding: -28*; VLA-4 inh: 21; GRK2 aptamer HTS: 13; Fam108B counter: 5; MCL1-BIM inh: 74*; GLD-1 TGE inh: 28

How did CC(C)(C)c1nc(SCC(=O)N2CC(=O)Nc3ccccc32)c2ccccc2n1 do in these assays?
PME-1 inh: -1; Bcl-xL primary: -3; Efflux pump inh: 0.0; MEX-5 binding: 0.8; VLA-4 inh: -2; GRK2 aptamer HTS: 0; Fam108B counter: 7; MCL1-BIM inh: -1; GLD-1 TGE inh: 1

Results for O=C(NCC(=O)N1CCN(c2ncc(C(F)(F)F)cc2Cl)CC1)c1ccc(Br)o1 ?
PME-1 inh: 0; Bcl-xL primary: 6; Efflux pump inh: -0.3; MEX-5 binding: 2.3; VLA-4 inh: 11; GRK2 aptamer HTS: 0; Fam108B counter: -1; MCL1-BIM inh: -1; GLD-1 TGE inh: -4

Results for CCOC(=O)Nc1ccc2c(CNC(C)c3ccccc3OC)cc(=O)oc2c1 (stereo not given) ?
PME-1 inh: 0; Bcl-xL primary: 2; Efflux pump inh: -0.1; MEX-5 binding: 2.7; VLA-4 inh: 3; GRK2 aptamer HTS: 0; Fam108B counter: 5; MCL1-BIM inh: 1; GLD-1 TGE inh: -1

Results for Cc1ccc[n+](/C(=C\C(=C=[N-])C#N)C(=O)c2ccc(Cl)cc2)c1 ?
PME-1 inh: 5; Bcl-xL primary: 8; Efflux pump inh: 0.0; MEX-5 binding: -0.7; VLA-4 inh: -2; GRK2 aptamer HTS: 0; Fam108B counter: 0; MCL1-BIM inh: 7; GLD-1 TGE inh: 5

What do the screens show for `COc1cccc(NC(=S)N2CCC(N(C)CC3CCCO3)CC2)c1` (stereo not given)?
PME-1 inh: -5; Bcl-xL primary: 5; Efflux pump inh: -0.1; MEX-5 binding: 3.3; VLA-4 inh: 5; GRK2 aptamer HTS: 0; Fam108B counter: 0; MCL1-BIM inh: 15; GLD-1 TGE inh: -2

Results for CCc1cc(=O)oc2c(CNCc3ccc(OC)cc3OC)c(O)c(Cl)cc12 ?
PME-1 inh: -3; Bcl-xL primary: 6; Efflux pump inh: -0.1; MEX-5 binding: -3.5; VLA-4 inh: 2; GRK2 aptamer HTS: 0; Fam108B counter: 1; MCL1-BIM inh: 5; GLD-1 TGE inh: 7

How did COc1c(C)cc(Br)cc1C(=O)Nc1ccc(S(N)(=O)=O)cc1 do in these assays?
PME-1 inh: -2; Bcl-xL primary: -1; Efflux pump inh: -0.1; MEX-5 binding: -2.6; VLA-4 inh: 4; GRK2 aptamer HTS: 1; Fam108B counter: -1; MCL1-BIM inh: -1; GLD-1 TGE inh: 5

What do the screens show for `Cc1ccc2c(Cl)c(C(=O)N/N=C/c3cccn3C)sc2c1`?
PME-1 inh: 2; Bcl-xL primary: 1; Efflux pump inh: 0.2; MEX-5 binding: -1.4; VLA-4 inh: -5; GRK2 aptamer HTS: 0; Fam108B counter: 1; MCL1-BIM inh: 7; GLD-1 TGE inh: 6

Results for Fc1ccccc1-c1nc(NCc2ccccc2)c2ccccc2n1 ?
PME-1 inh: -11; Bcl-xL primary: 4; Efflux pump inh: 0.2; MEX-5 binding: 2.0; VLA-4 inh: -2; Fam108B counter: -8; MCL1-BIM inh: 5; GLD-1 TGE inh: 3

Results for Cc1cccc(OCC(=O)N/N=C\c2cccn2C)c1C ?
PME-1 inh: 3; Bcl-xL primary: 3; Efflux pump inh: -0.1; MEX-5 binding: 3.3; VLA-4 inh: -4; GRK2 aptamer HTS: 0; Fam108B counter: 6; MCL1-BIM inh: 4; GLD-1 TGE inh: 4

How did COCc1cc(C(C)=O)ccc1OCC(=O)Nc1ccc(NC(C)=O)cc1 do in these assays?
PME-1 inh: -1; Bcl-xL primary: -8; Efflux pump inh: 0.1; MEX-5 binding: -0.3; VLA-4 inh: 8; GRK2 aptamer HTS: 4; Fam108B counter: 1; MCL1-BIM inh: -10; GLD-1 TGE inh: 0

Results for COc1ccccc1C(=O)NCC(=O)N1CCN(S(=O)(=O)c2ccccc2C(F)(F)F)CC1 ?
PME-1 inh: 6; Bcl-xL primary: -2; Efflux pump inh: -0.2; VLA-4 inh: -1; GRK2 aptamer HTS: 1; MCL1-BIM inh: -8; GLD-1 TGE inh: 4

What do the screens show for `COC(=O)NC1CCC(CC2CCC(NC(=O)OC)CC2)CC1` (stereo not given)?
PME-1 inh: -2; Bcl-xL primary: 4; Efflux pump inh: 0.0; MEX-5 binding: 0.4; VLA-4 inh: 10; GRK2 aptamer HTS: 3; Fam108B counter: 5; MCL1-BIM inh: 5; GLD-1 TGE inh: -6

What do the screens show for `CC1(C)CC(=O)C/C(=N\NC(=O)c2cccs2)C1`?
PME-1 inh: 0; Bcl-xL primary: 3; Efflux pump inh: 0.1; MEX-5 binding: -8.9; VLA-4 inh: -1; GRK2 aptamer HTS: 0; Fam108B counter: -3; MCL1-BIM inh: -4; GLD-1 TGE inh: 21

How did O=C(COC(=O)CSc1ccc([N+](=O)[O-])cc1)NC1CCCCCCC1 do in these assays?
PME-1 inh: -2; Bcl-xL primary: 1; Efflux pump inh: -0.1; MEX-5 binding: -4.2; VLA-4 inh: 1; GRK2 aptamer HTS: 3; Fam108B counter: -1; MCL1-BIM inh: -1; GLD-1 TGE inh: 3

Results for CNC(=O)CSc1nnnn1-c1ccc(C)cc1C ?
PME-1 inh: -2; Bcl-xL primary: 5; Efflux pump inh: 0.2; MEX-5 binding: 3.0; VLA-4 inh: 7; GRK2 aptamer HTS: 2; Fam108B counter: 4; MCL1-BIM inh: -3; GLD-1 TGE inh: 8

How did O=c1c2ccccc2nc(SCc2nnc(-c3ccccc3)o2)n1-c1ccccc1 do in these assays?
PME-1 inh: 0; Bcl-xL primary: 1; Efflux pump inh: 0.0; MEX-5 binding: -0.2; VLA-4 inh: -12; GRK2 aptamer HTS: 0; Fam108B counter: -6; MCL1-BIM inh: 1; GLD-1 TGE inh: 4

How did COC(=O)c1ccccc1NC(=O)N1c2ccccc2Sc2ccccc21 do in these assays?
PME-1 inh: -10; Bcl-xL primary: 4; Efflux pump inh: -13; MEX-5 binding: 2.2; VLA-4 inh: 4; GRK2 aptamer HTS: 0; Fam108B counter: -7; MCL1-BIM inh: 1; GLD-1 TGE inh: 0

What do the screens show for `CCn1c(COc2ccccc2)nnc1SCC(=O)Nc1ccc(N2CCOCC2)cc1`?
PME-1 inh: 4; Bcl-xL primary: 3; Efflux pump inh: 0.1; MEX-5 binding: -1.5; VLA-4 inh: 19; GRK2 aptamer HTS: 0; Fam108B counter: 3; MCL1-BIM inh: 2; GLD-1 TGE inh: 6

How did O=C1CS/C(=N\NC(=O)c2ccccc2)N1 do in these assays?
PME-1 inh: -2; Bcl-xL primary: 8; Efflux pump inh: 0.0; MEX-5 binding: -21; VLA-4 inh: -20; GRK2 aptamer HTS: 0; Fam108B counter: 6; MCL1-BIM inh: 4; GLD-1 TGE inh: 7

What do the screens show for `CC(OC(=O)c1ccc(Cl)nc1)C(=O)NCc1ccc2c(c1)OCO2` (stereo not given)?
PME-1 inh: -6; Bcl-xL primary: -3; Efflux pump inh: 0.2; MEX-5 binding: 2.5; VLA-4 inh: -1; GRK2 aptamer HTS: 1; Fam108B counter: -2; MCL1-BIM inh: -4; GLD-1 TGE inh: 1

Results for COC(=O)C1=C(C)N(C)C(=O)NC1c1ccc(O)c(OC)c1 (stereo not given) ?
PME-1 inh: -5; Bcl-xL primary: 0; Efflux pump inh: -0.1; MEX-5 binding: 0.7; VLA-4 inh: 24; GRK2 aptamer HTS: 0; Fam108B counter: -2; MCL1-BIM inh: -5; GLD-1 TGE inh: -5

How did CCC(C)(C)c1ccc(OCCCC[n+]2cccc(C)c2C)c(C(C)(C)CC)c1 do in these assays?
PME-1 inh: 3; Bcl-xL primary: 5; Efflux pump inh: 0.3; MEX-5 binding: 3.0; VLA-4 inh: 11; Fam108B counter: 3; MCL1-BIM inh: 12; GLD-1 TGE inh: 5

Results for COc1ccc(/C=N/Nc2ncnc3sc4c(c23)CCCC4)cc1OC ?
PME-1 inh: 10; Bcl-xL primary: 0; Efflux pump inh: -1.0; MEX-5 binding: -2.1; VLA-4 inh: 9; GRK2 aptamer HTS: 0; Fam108B counter: 14; MCL1-BIM inh: 1; GLD-1 TGE inh: -10

Results for COc1cc(OC)cc(C(=O)NC(C)c2ccc(Br)cc2)c1 (stereo not given) ?
PME-1 inh: -1; Bcl-xL primary: 3; Efflux pump inh: -0.1; MEX-5 binding: -3.6; VLA-4 inh: 6; GRK2 aptamer HTS: 16; Fam108B counter: 1; MCL1-BIM inh: 1; GLD-1 TGE inh: 5

Results for CC(=O)NC(CC(=O)N(C)C1CCCCC1)c1ccccc1 (stereo not given) ?
PME-1 inh: -2; Bcl-xL primary: 7; Efflux pump inh: -0.5; MEX-5 binding: -0.5; VLA-4 inh: 7; GRK2 aptamer HTS: 0; Fam108B counter: 0; MCL1-BIM inh: 2; GLD-1 TGE inh: -3
